Screening data deposited in PubChem by NCI.
NCI-60 one-dose screen, 48 h, at 10 µM unless noted. Numbers give growth in % (100 = growth as untreated, 0 = no growth, -100 = all killed).
U251: U251 CNS tumor cells; 80,000 tested, 5.4% active
PC-3: PC-3 prostate cancer cells | 80,000 tested, 3.9% active
SF-539: SF-539 CNS cancer; 81,000 tested, 6.8% active; AID 1794752
SNB-75: SNB-75 CNS cancer; 79,000 tested, 5% active
HCC-2998: HCC-2998 colon cancer | 79,000 tested, 4.7% active | AID 1794799
SF-295: SF-295 CNS cancer cells; 79,000 tested, 5.6% active
SNB-19: SNB-19 CNS cancer cells; 81,000 tested, 2.5% active; AID 1794751
SF-268: SF-268 CNS cancer cells. 82,000 tested, 3.1% active
* marks the source's active call; other numbers are inactive results; x = no result given. The calls were made as follows: active = growth percent below 10; inactive = the rest. Not all compounds are listed (hit frequency here may not be typical).

Sequence of screens: U251	PC-3	SF-539	SNB-75	HCC-2998	SF-295	SNB-19	SF-268
#1 COc1cc(C2c3cc(O)c(OC)cc3CC3C(=O)OCC32)ccc1O (stereo not drawn)
→ 105	104	107	105	96	104	104	104
#2 CCC(C)C(=O)OC1C(O)C2C(CN3CC(C)CCC3C2(C)O)C2CC34OC5(O)C(OC(=O)C(C)(O)C(C)O)CCC3(C)C5C(OC(C)=O)C(OC(C)=O)C4C21O (stereo not drawn) (tested in a mixture with another compound)
→ 104	81	102	74	104	132	103	97
#3 O=[N+]([O-])c1ccc2c(c1)Cc1cc(O)ccc1-2
→ 91	85	95	86	102	133	81	95
#4 C1CN(P(N2CCOCC2)N2CCOCC2)CCO1
→ 105	98	100	78	106	115	112	98
#5 n1nc(-c2nonc2-c2nn[nH]n2)n[nH]1
→ 101	102	115	106	106	94	105	122
#6 COc1ccc(/C=C\c2cc(OC)c(OC)c(OC)c2)cc1NC(=O)/C=C/c1cc(OC)c(OC)c(OC)c1
→ 57	36	44	31	91	13	62	61
#7 Cc1cc([N+](=O)[O-])c2ccccc2[n+]1[O-]
→ -32*	-56*	-62*	-54*	-91*	-59*	-14*	-10*
#8 CCCCCCCCCCCCCC[P+](CCCCCC)(CCCCCC)CCCCCC
→ -68*	-78*	5.7*	-31*	-24*	-68*	9.0*	-4.6*
#9 CCCCCCCCCc1ccc(OP(Oc2ccccc2)Oc2ccc(CCCCCCCCC)cc2)cc1
→ 104	101	115	107	104	106	124	104
#10 CC(Br)C(=O)Nc1ccccc1 (stereo not drawn)
→ x	105	105	81	100	106	101	101

Further records follow:
Sequence of screens: U251	PC-3	SF-539	SNB-75	HCC-2998	SF-295	SNB-19	SF-268
#11 Cc1cc(N)ccc1S(=O)(=O)F
→ 96	114	98	97	114	x	110	111
#12 CN[C@]1(c2ccccc2Cl)CCCC[C@@H]1NCCCN1CCCC1
→ 94	89	94	93	106	102	98	93
#13 C[C@]12C/C(=C/N3CCCCC3)CC[C@@H]1CC[C@@H]1[C@@H]2CC[C@@]2(C)[C@H]1CC[C@]2(C)O
→ 100	84	98	81	105	100	99	98
#14 COc1cccc2c1c(C(=O)C(=O)Nc1cc(C)no1)cn2Cc1ccc(F)cc1
→ 52	63	67	54	58	74	66	64
#15 O=C(/C=C/c1ccccc1)N[C@@H](CO)Cc1cnc[nH]1
→ 101	98	96	94	112	99	103	101
#16 CC#CC#COC(=O)C1=C(Nc2ccc(F)c(Cl)c2)C(=O)OC12C(=O)Nc1ccccc12 (stereo not drawn)
→ 97	88	94	62	105	102	97	87
#17 COC1=CC(=O)O[C@@H](/C=C/c2ccccc2)C1
→ 107	88	113	106	108	104	94	105
#18 CC(=O)Nc1ccc([As](=O)(O)c2ccc([N+](=O)[O-])cc2)cc1
→ 99	85	102	98	107	110	103	105
#19 CC1(C)N=C(N)N=C(N)N1c1cccc(S(=O)(=O)F)c1
→ x	92	90	81	106	97	103	115
#20 O=C1C2C(C(=O)[N]1[Hg][c]1cccs1)C1(Cl)C(Cl)=C(Cl)C2(Cl)C1(Cl)Cl (stereo not drawn)
→ -68*	33	13	59	50	58	51	32

(further entries)
Sequence of screens: U251	PC-3	SF-539	SNB-75	HCC-2998	SF-295	SNB-19	SF-268
#21 CN1CCN(c2ccc([N+](=O)[O-])c3no[n+]([O-])c23)CC1
→ -96*	-66*	x	-78*	x	-52*	-31*	-41*
#22 COC12c3c(C)cc(O)c4c(=O)occ(c34)C(=O)C1C13COC(=O)c4c(O)cc(C)c(c41)C(=O)C2C3OC(C)=O (stereo not drawn)
→ 102	80	96	90	97	x	98	100
#23 C=CCc1cc2c(cc1OC)OCO2
→ 117	107	99	79	97	99	114	98
#24 CC1(C)N=C(N)N=C(N)N1c1ccc(C(=O)Nc2ccc(S(=O)(=O)F)cc2)cc1
→ x	93	85	79	96	96	103	109
#25 CC1=C(C)C(=O)C(C)=C(C)C1=O
→ 102	103	100	83	x	118	102	102
#26 CCC1COCC1Cc1cncn1C (stereo not drawn)
→ 99	93	100	84	x	110	110	103
#27 CC1(C)N=C(N)N=C(N)N1c1ccc(CC(=O)Nc2cccc(S(=O)(=O)F)c2)cc1
→ 103	21	93	68	100	x	92	96
#28 CCCC1(CC(C)C)C(=O)NC(=S)NC1=O
→ 101	98	105	97	96	106	97	102
#29 CC(O)CN(CCO)CC(C)O (stereo not drawn)
→ 100	99	101	92	99	103	119	104
#30 O=C(O)C1C2c3ccccc3C(c3ccccc32)C1C(=O)O (stereo not drawn)
→ 97	95	94	132	98	100	105	104

Compounds above with an aryl methoxy group (four):
Sequence of screens: U251	PC-3	SF-539	SNB-75	HCC-2998	SF-295	SNB-19	SF-268
#1 COc1cc(C2c3cc(O)c(OC)cc3CC3C(=O)OCC32)ccc1O (stereo not drawn)
→ 105	104	107	105	96	104	104	104
#6 COc1ccc(/C=C\c2cc(OC)c(OC)c(OC)c2)cc1NC(=O)/C=C/c1cc(OC)c(OC)c(OC)c1
→ 57	36	44	31	91	13	62	61
#14 COc1cccc2c1c(C(=O)C(=O)Nc1cc(C)no1)cn2Cc1ccc(F)cc1
→ 52	63	67	54	58	74	66	64
#23 C=CCc1cc2c(cc1OC)OCO2
→ 117	107	99	79	97	99	114	98

(continued)
Sequence of screens: U251	PC-3	SF-539	SNB-75	HCC-2998	SF-295	SNB-19	SF-268
#31 COc1ccc(CO)cc1O
→ 101	100	106	108	106	111	x	98
#32 CCc1cc2c(cc1-c1csc(C/C(N)=N/O)n1)C(C)(C)CCC2(C)C
→ 86	78	101	96	112	x	97	100
#33 CCCCn1c(=O)c(C(c2c(O)c3ccccc3oc2=O)c2cn(C)c3ccccc23)cc2cc(Cl)ccc21 (stereo not drawn)
→ 105	102	103	101	114	100	104	108
#34 Cc1c(C[N+](C)(C)C)cc(C(C)C)cc1C(C)C
→ 91	89	106	98	109	117	101	102
#35 CCCNC(=O)CC(C)(C)C(=O)N[C@H]1N=C(c2ccccc2)c2ccccc2N(C)C1=O
→ 104	99	102	122	109	101	94	106
#36 COC(=O)C[C@](O)(CCC(C)C)C(=O)O[C@@H]1C(OC)=C[C@]23CCCN2CCc2cc4c(cc2[C@H]13)OCO4
→ -27*	-19*	-77*	-33*	-90*	-36*	-17*	-21*
#37 NCC(O)c1ccc(Cl)cc1 (stereo not drawn)
→ 91	74	96	62	102	88	97	95
#38 C[C@@H]1CC[C@@H]2[C@@H]1[C@H](OC(=O)/C=C/C1CCCCC1)[C@]1(C3CCCCC3)C[C@@H](OC(=O)CO)[C@@]2(C)O1
→ 60	31	96	77	49	73	86	40
#39 [Cl][Hg][c]1ccc(Cl)s1
→ 15	64	-3.5*	58	111	100	75	25
#40 CCC12COC(OC1)OC2
→ 97	95	105	83	104	x	98	98

Additional compounds.
Sequence of screens: U251	PC-3	SF-539	SNB-75	HCC-2998	SF-295	SNB-19	SF-268
#41 O=C(O)c1ccc(CCl)cc1
→ 100	108	103	103	112	x	108	112
#42 Cc1ccc(OP(=O)(Oc2ccc(C)c(C)c2)Oc2ccc(C)c(C)c2)cc1C
→ 64	47	97	77	90	70	73	91
#43 COC(=O)C(=[N+]=[N-])C(=O)OC
→ 104	92	103	81	108	101	103	106
#44 C/C(CCl)=N\NC1=NC2(CCCCC2)P(=O)(NNc2ncccn2)S1 (stereo not drawn)
→ 92	90	106	104	106	102	100	101
#45 O=C(NC(=S)N1CC1)c1ccccc1
→ 100	98	109	111	99	90	106	125
#46 CCOC(=O)C(Cl)(Cl)Cl
→ 102	96	108	95	109	105	102	100
#47 CC(C)N(CCCl)/N=N/c1nc2c([nH]1)c(=O)n(C)c(=O)n2C
→ 95	94	96	91	115	x	101	109
#48 CNC(=O)Oc1cc(Cl)c(Cl)cc1Cl
→ 103	95	104	82	107	105	108	101
#49 NC(N)=N/N=C\c1ccc2c(c1)OCO2
→ 107	90	100	84	82	86	98	103
#50 COC(=O)[C@@H](C)C[C@H](Cc1ccccc1)NC(=O)c1csc([C@@H](C[C@H](C(C)C)N(C)C(=O)[C@@H](NC(=O)C23CC(NC(C)=O)(C2)C3)C2CC2)OC(C)=O)n1
→ 33	44	42	14	49	82	65	56

Some of the entries so far, with one line to a screen:
11: Cc1cc(N)ccc1S(=O)(=O)F
28: CCCC1(CC(C)C)C(=O)NC(=S)NC1=O
30: O=C(O)C1C2c3ccccc3C(c3ccccc32)C1C(=O)O (stereo not drawn)

screen / no.	11	28	30
U251	96	101	97
PC-3	114	98	95
SF-539	98	105	94
SNB-75	97	97	132
HCC-2998	114	96	98
SF-295	x	106	100
SNB-19	110	97	105
SF-268	111	102	104

Further results follow.
Sequence of screens: U251	PC-3	SF-539	SNB-75	HCC-2998	SF-295	SNB-19	SF-268
#51 CS(=O)(=O)CCN1CC2CCCC(C2)C1
→ 101	90	100	94	100	108	100	102
#52 C[C@]12CCc3sc(-c4cccc(F)c4)nc3C1=CC[C@@H]1[C@@H]2CC[C@]2(C)C(=O)CC[C@@H]12
→ 19	35	-33*	45	79	-19*	60	52
#53 c1cnc2c(c1)ccc1ncccc12
→ 105	x	106	98	119	115	96	96
#54 COc1ccc(Nc2nc(-c3ccc(OC)cc3)c[se]2)cc1
→ 99	95	95	86	97	50	92	103
#55 CCCCNC(=O)CCl
→ 96	91	94	85	98	95	105	99
#56 CCn1c2ccccc2c2cc(C(=O)c3cccc4c3CCCN4)ccc21
→ 106	108	111	92	104	103	98	102
#57 C[C@]12CCC(=O)C=C1C=CC1C2CC[C@@]2(C)C1CC[C@@]2(O)CCC(=O)O (stereo partly drawn)
→ 93	101	105	112	107	95	108	112
#58 O=C(c1cccs1)C1NO[N+]([O-])=C1c1cccs1 (stereo not drawn)
→ 64	57	36	-11*	96	107	103	109
#59 Cc1cc[c-]cc1.Fc1c[c-]c(-c2ccccn2)c(F)c1.[Pt+2].c1ccc([PH+](c2ccccc2)c2ccccn2)cc1
→ 27	37	72	23	83	72	50	62
#60 ClCCN(CCCl)c1ccc(/C=C/c2ccncn2)cc1
→ 88	86	96	95	91	85	105	100

Next section.
Sequence of screens: U251	PC-3	SF-539	SNB-75	HCC-2998	SF-295	SNB-19	SF-268
#61 CC12CCC3c4ccc(O)cc4CCC3C1CCC2NC(=O)Cc1ccc(N(CCCl)CCCl)cc1 (stereo not drawn)
→ 78	56	89	52	111	78	86	82
#62 CC(C)NCC(=O)c1ccc(O)c(O)c1
→ 107	102	96	76	114	111	98	102
#63 Cc1sc2c(c1C)C(c1ccc(Cl)cc1)=N[C@@H](CC(=O)OC(C)(C)C)c1nnc(C)n1-2
→ 52	53	37	19	19	38	45	51
#64 COc1ccc(C(Cc2ccccc2)N2CCCCC2)cc1 (stereo not drawn)
→ 103	73	99	88	108	91	104	105
#65 CC1([N+](=O)[O-])COP(=O)(Nc2cccc(Br)c2)OC1 (stereo not drawn)
→ x	100	96	90	113	103	110	100
#66 CCC(C)(C)O
→ 108	100	108	92	112	88	104	99
#67 CC(N)Cc1c[nH]c2ccc(Cl)cc12 (stereo not drawn)
→ 97	95	96	85	93	101	95	101
#68 OC(c1c(Cl)cccc1Cl)C1CCCCN1 (stereo not drawn)
→ 106	91	109	84	112	98	114	107
#69 CCCCCCCCCCOc1ccc(C(=O)Oc2ccc(CSP3(=O)OCC4OC(n5ccc(=O)[nH]c5=O)C(F)C4OP(=O)(O)OCC4OC(n5cnc6c(N)ncnc65)C(F)C4O3)cc2)cc1 (stereo not drawn)
→ 104	103	23	102	102	105	103	104
#70 CC(C)=CC1C(C(=O)OCCOc2ccc3c(c2)OCO3)C1(C)C (stereo not drawn)
→ 91	83	92	92	91	98	100	102

Next records.
Sequence of screens: U251	PC-3	SF-539	SNB-75	HCC-2998	SF-295	SNB-19	SF-268
#71 O=CN1N=C(c2ccc(F)cc2)CC1c1sc(N(CCCl)CCCl)nc1Cl (stereo not drawn)
→ 94	84	102	95	106	93	94	94
#72 CC(C)CCC[C@@H](C)C1CCC2C3CCC4=C/C(=N/OC(=O)c5ccc(N(CCCl)CCCl)cc5)CC[C@]4(C)C3CC[C@@]21C (stereo partly drawn)
→ 99	101	97	94	104	98	105	99
#73 Nc1nc(=S)[nH][nH]1
→ 99	94	97	81	x	91	100	107
#74 Cc1nnnn1-c1ccccc1
→ 107	102	120	x	100	132	114	108
#75 CC12CCC3C(CC=C4CC(O)CCC43C)C1C/C(=C\N1CCCC1)C2=O (stereo not drawn)
→ 96	x	96	90	x	122	95	105
#76 ClCCN(CCCl)CCN1c2ccccc2Sc2ccccc21
→ 92	81	102	78	98	96	95	102
#77 CCCCCCCCOC(=O)CCN1CC1
→ 96	104	99	110	110	120	112	96
#78 CC(C)OC(=O)OCSP1(=O)OCC2OC(n3ccc(=O)[nH]c3=O)C(F)C2OP(=O)(O)OCC2OC(n3cnc4c(N)ncnc43)C(F)C2O1 (stereo not drawn)
→ 94	81	99	96	100	102	114	99

Single records (already shown). Order of values: U251 | PC-3 | SF-539 | SNB-75 | HCC-2998 | SF-295 | SNB-19 | SF-268
`CCC1COCC1Cc1cncn1C` (stereo not drawn) reads 99 | 93 | 100 | 84 | x | 110 | 110 | 103
`COC1=CC(=O)O[C@@H](/C=C/c2ccccc2)C1` reads 107 | 88 | 113 | 106 | 108 | 104 | 94 | 105
`COC12c3c(C)cc(O)c4c(=O)occ(c34)C(=O)C1C13COC(=O)c4c(O)cc(C)c(c41)C(=O)C2C3OC(C)=O` (stereo not drawn) reads 102 | 80 | 96 | 90 | 97 | x | 98 | 100
